Neddyl block: cullin neddylation inhibition | P61081+Q13564 | hit rate 0.58% among 360,000 | TR-FRET cullin neddylation, biochemical | calls only at 25 µM; in the data active = inhibition above about 36%
NadD block: blocks S. aureus nicotinate mononucleotide adenylyltransferase. inhibition, % at 20 µM. AID 602399. hit rate 0.78% among 360,000. purified NadD enzyme, colorimetric absorbance read-out; in the data active = inhibition above about 26%; note: some compounds past the cut are filed as inactive
Rpn11 inh: inhibitors of human proteasome Rpn11 | human 26S proteasome, Ub4-pepOG fluorescence polarization; 20S core pre-blocked with epoxomicin | calls only at 20 µM | hit rate 0.59% among 360,000 | AID 588493;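 active = inhibition at 20 µM, scaled to each plate's controls, above about 33%, limit read from the data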
LMPTP inh: LMPTP (human) inhibition | P24666 | recombinant LMPTP-A, OMFP fluorogenic substrate, fluorescence intensity | inhibition, % at 20 µM | hit rate 0.22% among 360,000 | AID 651560;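 active = compounds that cut the enzyme signal by at least half of the control window in the single-dose screen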;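 note: plate controls were DMSO wells with enzyme plus substrate for no effect and substrate without enzyme for full effect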
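Material: LMPTP-A; amount: 0.625 nM enzyme; doses: single 20 µM dose; times: reaction 50 min, room temperature, dark; technique: fluorescence intensity of OMFP turnover product; benchmarks: no-enzyme and uninhibited controls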
DNMT1 block: inhibitors of human DNMT1; DNMT1 molecular beacon, Hinp1I cleavage, fluorescence; inhibition (reported as % activation of signal), % at 10 µM; hit rate 0.83% among 360,000; AID 588458; in the data active = inhibition above about 50%
Target sequence (P26358 504-1616 limits assumed): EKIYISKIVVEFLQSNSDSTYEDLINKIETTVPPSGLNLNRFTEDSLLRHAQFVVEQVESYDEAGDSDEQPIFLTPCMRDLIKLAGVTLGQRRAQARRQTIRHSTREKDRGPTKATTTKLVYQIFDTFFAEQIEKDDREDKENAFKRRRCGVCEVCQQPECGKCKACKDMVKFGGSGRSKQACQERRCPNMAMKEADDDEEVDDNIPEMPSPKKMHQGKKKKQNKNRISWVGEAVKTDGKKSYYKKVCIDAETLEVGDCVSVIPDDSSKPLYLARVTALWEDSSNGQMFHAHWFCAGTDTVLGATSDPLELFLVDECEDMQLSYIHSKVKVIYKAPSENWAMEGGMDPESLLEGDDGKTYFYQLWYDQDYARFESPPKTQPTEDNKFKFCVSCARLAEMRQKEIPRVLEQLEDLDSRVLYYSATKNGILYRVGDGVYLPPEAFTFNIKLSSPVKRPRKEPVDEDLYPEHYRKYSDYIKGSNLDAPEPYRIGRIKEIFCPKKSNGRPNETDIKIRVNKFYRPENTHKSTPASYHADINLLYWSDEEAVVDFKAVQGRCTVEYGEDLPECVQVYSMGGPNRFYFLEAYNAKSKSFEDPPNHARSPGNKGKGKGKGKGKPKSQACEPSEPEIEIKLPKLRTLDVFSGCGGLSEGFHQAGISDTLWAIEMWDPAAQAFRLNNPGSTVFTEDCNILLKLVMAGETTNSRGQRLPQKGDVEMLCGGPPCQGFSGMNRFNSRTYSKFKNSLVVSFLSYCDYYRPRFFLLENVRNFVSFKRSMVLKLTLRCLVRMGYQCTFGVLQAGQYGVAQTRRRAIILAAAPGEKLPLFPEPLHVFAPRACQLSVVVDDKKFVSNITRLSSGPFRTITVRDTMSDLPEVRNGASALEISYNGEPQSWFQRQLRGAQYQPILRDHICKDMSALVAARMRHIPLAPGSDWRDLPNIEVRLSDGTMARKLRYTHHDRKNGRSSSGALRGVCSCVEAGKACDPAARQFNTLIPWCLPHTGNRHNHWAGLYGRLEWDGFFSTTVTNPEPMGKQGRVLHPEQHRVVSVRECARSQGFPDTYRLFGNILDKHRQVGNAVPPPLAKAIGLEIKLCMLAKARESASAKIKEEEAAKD
Rin1 Abl inh: human Rin1-Abl interaction inhibition. P00519+Q13671. TR-FRET Rin1/Abl binding, biochemical. inhibition, % at 7.35 µM. hit rate 0.4% among 360,000. AID 588664; in the data active = inhibition above about 5%, passing the limit was not always enough
STEP block: blocks human striatal-enriched tyrosine phosphatase; recombinant STEP, OMFP fluorogenic substrate, fluorescence; inhibition, % at 20 µM; hit rate 0.25% among 360,000;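 active = inhibition at 20 µM, scaled per plate between control wells, above about 37%, limit read from the data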;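 note: 0% = DMSO with enzyme and substrate and 100% = substrate only without enzyme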
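Test system: STEP tyrosine phosphatase / Reagent: OMFP at 25 µM / Doses: 20 µM, 1% DMSO / Read-out: percent inhibition scaled to no-enzyme and uninhibited-enzyme controls, plate-pattern corrected / Detection: FITC-channel fluorescence of OMFP product / Medium: Bis-Tris buffer pH 6.0, 2.5 mM DTT, 0.005% Tween 20 / Schedule: 20 min at room temperature, dark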
CSN deneddyl inh: inhibitors of human CSN-mediated cullin deneddylation; Q92905; Purified CSN, SCF-Nedd8-OG deneddylation, fluorescence polarization; inhibition, % at 12.5 µM; hit rate 0.38% among 360,000; AID 651999;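 active = pattern-corrected inhibition above about 35%, with an unprinted fluorescence ratio check between 0.5 and 1.5, limit read from the data, passing the limit was not always enough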;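 note: 0% = enzyme with substrate and 100% = substrate without enzyme; some results filed as inactive read as strong as hits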
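Test system: purified human Csn5 enzyme expressed in HEK293T cells. Amount: 0.24 nM enzyme. Reagent: SCFSkp2-Nedd8OG substrate at 10 nM final. Schedule: 90 min incubation of compound, enzyme and substrate at room temperature. Detection: fluorescence polarization. Read-out: % inhibition of substrate cleavage by Csn5.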
SUMO1-SIM PPI: alters human SUMO1 binding to SIM partners; inhibition, % at 20 µM; hit rate 0.33% among 360,000; SUMO1 binding to a labelled peptide, TR-FRET, 1 h; P63165; in the data active = inhibition above about 37%
Scp1 inh: inhibitors of human Scp-1 phosphatase; Recombinant Scp1, phosphopeptide, malachite green phosphate absorbance; inhibition, % at 20 µM; hit rate 0.88% among 340,000;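 active = inhibition above about 50% at 20 µM, limit read from the data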;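 note: plate controls were DMSO wells with enzyme for no effect and wells lacking enzyme for full effect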
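Test system: SCP-1 catalytic domain; Buffer or medium: Acidic Tris acetate buffer with magnesium and detergent; Also added: Phosphorylated 17-residue peptide substrate; Compound: single 20 µM dose, 1% DMSO; Schedule: enzyme reaction 45 min at room temperature, colour 5 min, stabilisation 30 min; Signal: Phosphate-binding colour reagent, absorbance read at 630 nm.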
The depositor's hits bear a star; i = inactive; x = not tested or not shown. Rows were taken by chance. About 3.8% of those tested had a hit in this group.

Results follow in this order: Neddyl block, NadD block, Rpn11 inh, LMPTP inh, DNMT1 block, Rin1 Abl inh, STEP block, CSN deneddyl inh, SUMO1-SIM PPI, Scp1 inh
> CCOc1ccc(C(C)C)cc1S(=O)(=O)Nc1ccc(Cl)cn1
  i, -1, i, 0.2, 1, -1, 0, 2, -1, 2
> Cc1ccc2nc3c(c(Nc4cccc(O)c4)c2c1)CCC3
  i, -6, i, 13, -3, -4, 4, 1, 5, -10
> O=c1c(-c2ccccc2)coc2c(CN3CCCCC3)c(O)ccc12
  x, 1, i, -2.2, -7, -2, 1, -2, 3, -2
> Cc1ccc2oc(C(=O)NCc3ccc4c(c3)OCO4)c(C)c2c1
  i, -1, i, 2.3, -7, -3, 0, 4, 3, -12
> CCSc1ncccc1-c1nc2ccccc2[nH]1
  i, -5, i, -1.0, -4, -3, 3, 0, 2, -11
> COCc1c(C#N)c(NCCc2ccc(F)cc2)nc(C)c1[N+](=O)[O-]
  i, -5, i, 1.0, 9, -3, -1, -22, -6, -5
> CN(C)c1ccc(N=Nc2cccc3ccoc23)cc1
  i, -7, i, 6.4, -4, 2, 1, -2, -48, -21
> O=C(Nc1ccccc1[N+](=O)[O-])c1cncc(Br)c1
  i, -5, i, -0.9, -1, -4, -3, 0, -24, -4
> C/C(=N\Nc1cc(N2CCOCC2)nc(C)n1)c1cccc([N+](=O)[O-])c1
  i, -2, i, 2.9, 12, 3, 2, 3, -14, -3
> CCn1c(S(=O)(=O)O)nc2ccccc21
  i, 2, i, -2.0, 2, -1, -2, 3, 1, -7
> C=CCNC(=O)C1(S(=O)(=O)c2ccccc2)CC=CC1
  i, 3, i, 0.7, 4, 3, -1, 0, -5, -6
> COc1ccc(/C=C(/C#N)C(=O)Nc2cccc(C)c2C)cc1C(=O)O
  i, -3, i, -3.4, 1, -1, -1, 2, -4, -5
> Cc1nnc(NCCN2CCOCC2)[nH]c1=O
  i, -4, i, -1.2, -2, 1, 0, -1, 2, -17
> c1cncc(CNc2ncn[nH]2)c1
  i, -2, i, 0.4, 1, 2, -3, 0, 2, -12
> CCCNC(=O)Cn1c(=O)oc2cc(S(=O)(=O)N3CC(C)CC(C)C3)ccc21 (stereo not drawn)
  i, -8, i, -0.5, -1, -1, 0, 3, 0, 2
> COc1ccc(-c2[nH]ncc2/C=N\NC(=O)c2ccc(C(C)(C)C)cc2)cc1OC
  i, 0, i, 1.3, -2, -1, -2, -7, 10, -5
> Cn1ncc(Cl)c1C(=O)NC1C2CC3CC(C2)CC1C3 (stereo not drawn)
  i, -3, i, -0.2, 3, 2, 3, 3, -1, 1
> Cc1cc2n(n1)C(c1ccsc1)Nc1ccccc1-2 (stereo not drawn)
  i, -2, i, 0.9, -4, 0, 0, 3, 9, -4
> CC(=O)c1ccccc1OCCCOc1cccc2cccnc12
  i, -1, i, 0.8, 1, -2, 1, 3, -2, -1
> COc1cc(S(=O)(=O)n2ccc(C)n2)ccc1Cl
  i, -3, i, -1.4, -1, -2, -2, 0, 4, -7
> CCc1cccc(NS(=O)(=O)c2ccc(-n3cccn3)cc2)c1
  i, 3, i, 2.3, -3, -5, 0, -1, -1, -14
> Cc1c(NC(=O)c2cnn3cccnc23)c(=O)n(-c2ccccc2)n1C
  i, 9, i, -1.7, 2, 2, -5, 4, 0, -8
> C[C@@H]1CN([C@H](C)CO)C(=O)CCCn2cc(nn2)CO[C@H]1CN(C)C(=O)Nc1ccc(C(F)(F)F)cc1
  i, 5, i, -1.6, 10, 3, 0, 0, 5, x
> CCCCCCc1ccc(N2C[C@H](Cc3ccccc3)[C@@H](CC(=O)Nc3ccccc3)C2=O)cc1
  i, -2, i, 0.8, 12, 0, 2, 2, 0, -8
> CCN(CC)C(=O)CSc1nc2ncccc2[nH]1
  i, -4, i, -2.0, 3, -1, 0, -3, 1, -8
> COc1ccccc1-c1c(C(F)(F)F)oc2cc(OC(=O)c3ccc([N+](=O)[O-])cc3)ccc2c1=O
  i, 1, i, 1.3, 7, -2, -1, 0, -21, -10
> Cc1cccc(C(=O)Nc2sc(C(=O)N3CCCC3)c(C)c2C#N)c1
  i, -8, i, 0.4, 2, 2, 1, 2, 26, -6
> CC(C)C(=O)Nc1ccc2c(c1)nc(CCN1CCN(c3ccccc3)CC1)n2C
  i, 4, i, -0.3, 2, -1, -2, 2, 11, -11
> CC(=O)Nc1ccc(NC(=O)c2oc3cc(C)c(C)cc3c2C)cc1
  x, 7, i, 0.4, -2, -2, -2, 6, -4, -3
> CCOC(=O)C1CCCN(C(=O)Cc2c(C(=O)O)[nH]c3ccccc23)C1 (stereo not drawn)
  i, -2, i, -0.2, 3, -2, -2, -2, 1, -10

As entered above:
Under SUMO1-SIM PPI, CCN(CC)C(=O)CSc1nc2ncccc2[nH]1 has 1
Under CSN deneddyl inh, CN(C)c1ccc(N=Nc2cccc3ccoc23)cc1 has -2
Under SUMO1-SIM PPI, Cc1c(NC(=O)c2cnn3cccnc23)c(=O)n(-c2ccccc2)n1C has 0
Under DNMT1 block, COc1cc(S(=O)(=O)n2ccc(C)n2)ccc1Cl has -1
Under LMPTP inh, CC(=O)Nc1ccc(NC(=O)c2oc3cc(C)c(C)cc3c2C)cc1 has 0.4

Compounds from the list above with an aryl thioether with sulfur outside any ring:
Results follow in this order: Neddyl block, NadD block, Rpn11 inh, LMPTP inh, DNMT1 block, Rin1 Abl inh, STEP block, CSN deneddyl inh, SUMO1-SIM PPI, Scp1 inh
> CCSc1ncccc1-c1nc2ccccc2[nH]1
  i, -5, i, -1.0, -4, -3, 3, 0, 2, -11
> CCN(CC)C(=O)CSc1nc2ncccc2[nH]1
  i, -4, i, -2.0, 3, -1, 0, -3, 1, -8

(listing goes on)
Results follow in this order: Neddyl block, NadD block, Rpn11 inh, LMPTP inh, DNMT1 block, Rin1 Abl inh, STEP block, CSN deneddyl inh, SUMO1-SIM PPI, Scp1 inh
> Cc1nc2ccccc2c(=O)n1NC(=O)COc1ccccc1
  i, 1, i, -2.5, 0, 5, 0, -3, 1, -1
> Cc1ccc(C)c(NC(=O)CN(C)C(=O)c2ccccc2Cc2ccccc2)c1
  i, -1, i, 0.0, 1, 4, -1, -4, 1, -4
> CS(=O)(=O)N1CCCC(C(=O)NCc2ccc(F)cc2Cl)C1 (stereo not drawn)
  i, 2, i, -2.1, 0, 2, 0, -2, 0, -3
> Cc1ccc(NC(=O)Nc2ccc3c(c2)N(C)C(=O)CS3)cc1C
  i, 2, i, 2.2, -19, 2, -1, 2, 0, -6
> O=C(O)C1C2C=CC(C2)C1C(=O)NC(c1ccccc1)c1ccccc1 (stereo not drawn)
  i, -3, i, 2.5, 4, -3, -2, 4, 2, -8
> COc1ccc(CCNS(=O)(=O)c2ccc(OC)cc2)cc1
  i, -5, i, -1.5, 3, 3, 0, 4, 0, -10
> CCCCC(=O)Nc1nc(C)c(-c2csc(Nc3ccccc3OC)n2)s1
  i, 25, i, 2.2, -16, -2, 7, 7, 0, -2
> CCC(c1nnc(SCC(=O)Nc2ccc(NC(C)=O)cc2)n1Cc1ccccc1)N(C)C (stereo not drawn)
  i, -4, i, -1.5, 4, -2, -1, -1, 8, -7
> Cc1ccc(S(=O)(=O)N2CCOCC2)cc1C(=O)N1CCN(Cc2ccccc2)CC1
  i, 1, i, -0.8, 1, -2, 0, -4, 0, -4
> Cc1ccccc1NC(=S)Nc1ccccc1
  i, 3, i, 0.7, 3, -1, 1, 5, 18, -10
> CC(C)C[C@H]1CNC(=S)N1C[C@H]1CCCN1C[C@H](Cc1ccc(O)cc1)N1C[C@H](CC(C)C)N(CCc2ccccc2)C1=S
  i, 15, i, 7.0, -19, 7, 18, 1, 13, x
> C[C@@H]1CC=C[C@@H]2[C@H]1C(=O)N(Cc1ccccc1)[C@H]2c1cccc(C#Cc2ccccc2)c1
  i, 20, i, 4.8, 3, -4, 2, -1, -1, 70*
> COc1cc(Cl)c(S(=O)(=O)NCCCN2CCOCC2)cc1Cl
  i, 7, i, 0.7, 0, 0, 0, 5, 0, 1
> CCCCOc1ccc(/C=c2\sc3ncnn3c2=O)cc1
  i, 3, i, -1.2, 0, -4, -3, -1, 2, -5
> Cc1ccc(C(=O)Nc2nnc(NC(=S)Nc3ccccc3)s2)cc1
  i, 23, i, 0.5, -12, -4, 0, 9, 6, -14
> O=C(CN1CCN(S(=O)(=O)c2ccc(Br)cc2)CC1)N/N=C/c1ccco1
  i, -2, i, -1.1, -1, -5, -9, -2, -2, -9
> C=CCc1c(OC)ccc2c1c(S(=O)(=O)c1ccc(C)cc1)cn2COC
  i, -12, i, 3.4, 0, 2, 0, 2, -2, -5
> CC(CN1CCCC1)OC(=O)c1ccc(F)cc1 (stereo not drawn)
  i, -7, i, -1.2, -1, -2, 2, -1, -1, -5
> CN(C)c1ccc(C(=O)C(O)c2ccccc2Cl)cc1 (stereo not drawn)
  i, 0, i, -0.2, -2, 4, -3, -4, -3, -1
> O=C1c2cccc([N+](=O)[O-])c2C(=O)N1C1CCCCC1
  i, -6, i, -1.8, -6, 1, 1, 1, -29, -2
> CCOC(=O)c1c(C)[nH]c(C(=O)OCC(=O)N2c3ccccc3CC2C)c1C (stereo not drawn)
  i, -8, i, 2.0, -4, 1, -1, -2, 2, -3
> O=C(Oc1ccc(-c2cnc3ccccc3n2)cc1)c1ccc(Cl)c([N+](=O)[O-])c1
  i, 3, i, 2.8, 24, 1, 16, 0, -3, 0
> Cc1cccc(C(=O)NNC(=O)CSc2nnc(C3CC3)n2C)c1
  i, -4, i, -1.1, 2, 0, -3, 0, 0, 3
> O=C1CC(c2ccccc2)Sc2nc3ccccc3n21 (stereo not drawn)
  i, 3, i, 0.5, 0, -4, 1, -4, -1, -4
> CCc1cc(C(=O)N(Cc2ccccc2)c2c(N)n(CCOC)c(=O)[nH]c2=O)sc1C
  i, 5, i, 0.1, 1, -2, -1, -3, 3, -1
> Cc1ccc(NC(=O)NC(=O)CSc2nnc(-c3ccc(Cl)cc3Cl)n2N)c(C)c1
  i, 0, i, -0.5, 2, -1, 3, 3, 2, -2
> Cc1ccc2c(c1)c1nnc(SCC(=O)Nc3ccc(N(C)C)cc3)nc1n2CC(=O)O
  i, 15, i, 9.7, -28, 1, 0, 5, 19, 6
> COc1ccc(/C=C(\NC(=O)c2ccc(Cl)cc2)C(=O)NCC2CCCO2)cc1OC (stereo not drawn)
  i, 3, i, -0.4, 0, -1, 0, -1, -2, 4
> Cc1ccc(C)c(NC(=O)CN(C)C(=O)[C@@H](NC(=O)c2ccc(C(C)(C)C)cc2)C(C)C)c1
  i, -2, i, 0.9, -4, 0, -1, -12, 8, -7
> O=C(CSc1nnnn1-c1ccc2c(c1)OCO2)NCc1ccccc1
  i, -4, i, -0.1, 0, -2, -1, -3, 4, -2
